# Tau fluor counter: Counterscreen qHTS for Inhibitors of Tau Fibril Formation, Fluorescence Polarization. tau K18 P301L Alexa594 fluorescence, heparin fibrillization. Potency, µM (highest dose often 57.7 µM), for inactives: at the highest dose activity change, negative = decrease. hit rate 0.93% among 280,000. AID 1463, 2008; also: nearly all actives have a fitted effect of over 55% in size
#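 Human K18 P301L tau (15 uM unlabeled plus 0.24 uM Alexa 594-labeled, final) in 100 mM sodium acetate pH 7 was mixed with compound and 20 uM heparin and incubated 6 hr at 37 C.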
# Tau fibril FP: qHTS for Inhibitors of Tau Fibril Formation, Fluorescence Polarization; K18 P301L tau heparin fibrillization, Alexa594 FP, 6 h; Potency, µM (series often up to 57.7 µM), for inactives: at the top dose activity, negative = inhibition, actives largely listed as inhibitors; hit rate 0.39% among 280,000; AID 1468, 2008; also: nearly all actives have a fitted effect of over 55% in size
# Target sequence (P10636 561-689 P618L limits assumed): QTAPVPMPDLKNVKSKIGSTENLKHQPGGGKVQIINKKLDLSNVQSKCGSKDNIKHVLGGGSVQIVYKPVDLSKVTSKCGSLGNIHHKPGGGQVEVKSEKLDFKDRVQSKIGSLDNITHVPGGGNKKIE
#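 Compound effects on tau fibrillization are measured by Alexa 594 fluorescence polarization (ex 555, em 632 nm). K18 P301L tau is used at 15 uM with 0.24 uM labeled tracer, and 20 uM heparin induces aggregation over 6 hr at 37 C.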
# Tau ThT inhib: qHTS for Inhibitors of Tau Fibril Formation, Thioflavin T Binding. Microtubule-associated protein tau (Homo sapiens), P10636. recombinant tau K18 P301L (four-repeat tau fragment), heparin-induced fibrillization, ThT fluorescence. Potency, µM (titrated, usually from 57.4 µM), inactives show top-dose activity, negative = inhibition, hits mostly inhibitors. hit rate 2.1% among 270,000. AID 1460, 2008; also: nearly all actives have a fitted effect of over 55% in size
#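 Tau K18 P301L fragment (15 uM unlabeled plus 0.24 uM Alexa 594-labeled) in 100 mM sodium acetate pH 7 with compound, fibrillization induced by 20 uM heparin for 6 hr at 37 C. Thioflavin T (30 uM) added, fluorescence read after 1 hr (ex 450, em 510 nm).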
# * marks the source's active call; other numbers are inactive results; u = inconclusive. Calls follow the shape of the dose curve; as a rule, active = well fitted curve in the direction sought with a large enough effect; inconclusive = small, poorly fitted or top-dose-only effect, or another doubt; inactive = no such curve, though single readings can be large; an effect the other way counts as inactive or inconclusive. % is scaled to controls: 0 for no effect and ±100 for the full control effect; potency is read from the fitted curve at half-maximal effect. Not all compounds are listed. The share of hits here may be higher or lower than overall.
# Sample of the layout:
# The line under a structure holds: Tau ThT inhib	Tau fluor counter	Tau fibril FP
CCOC(=O)c1cc(C)n(CC2CCC(C(=O)Nc3cc(OC)cc(OC)c3)CC2)c1C (stereo not drawn)
    -7%	-28%	-2%
O=C(CSc1nc2ccccc2nc1Cc1ccc(Cl)cc1)N1CCc2ccccc21
    -6%	-8%	1%
Cc1cccc(C(=O)NCC(c2ccc3c(c2)OCO3)N2CCN(c3ccccc3F)CC2)c1 (stereo not drawn)
    -8%	-13%	-1%
CC(NC(=O)CCCN1C(=O)CCn2nc(-c3cn(C)c4ccccc34)cc21)c1ccccc1 (stereo not drawn)
    -17%	-15%	5%
CCOc1ccc(OCC)c(NS(=O)(=O)c2ccc3c(c2)CCCN3C(C)=O)c1
    -6%	-9%	9%
Cc1ccc(NC(=O)C2CCN(c3nnc(C)c4c(C)n(-c5ccccc5)nc34)CC2)cc1Cl
    5%	-4%	1%
COc1cccc(N2CCN(C(=O)C3Cc4ccccc4N3C(C)=O)CC2)c1 (stereo not drawn)
    -4%	-3%	2%
COc1ccc(-c2csc3ncnc(Nc4cccc(OC)c4)c23)cc1
    -12%	-24%	-8%
CCOC(=O)c1cc(-c2ccccc2)n(CC(=O)NCc2ccccc2)c1C
    5%	-1%	-4%
CCOc1ccccc1Nc1nnc(-c2cc3cc(Cl)ccc3oc2=O)s1
    u	-11%	1%
CCOc1ccccc1NC(=O)Nc1cc(C(=O)NCc2ccc(C)cc2)ccc1N1CCCC1
    0%	-4%	6%
COc1cccc2c1ncc1c(-c3ccc(C)cc3)nn(-c3ccc(F)cc3)c12
    -3%	-2%	-7%
Cc1ccc2[nH]c(CSc3nnc(COc4ccccc4C)n3C)cc(=O)c2c1
    9%	-1%	6%
CC1CCN(S(=O)(=O)c2cc(C(=O)NCCc3ccccc3)n(C)c2)CC1
    -1%	-7%	1%

# Results, repeating the preview:
# The line under a structure holds: Tau ThT inhib	Tau fluor counter	Tau fibril FP
CCOC(=O)c1cc(C)n(CC2CCC(C(=O)Nc3cc(OC)cc(OC)c3)CC2)c1C (stereo not drawn)
    -7%	-28%	-2%
O=C(CSc1nc2ccccc2nc1Cc1ccc(Cl)cc1)N1CCc2ccccc21
    -6%	-8%	1%
Cc1cccc(C(=O)NCC(c2ccc3c(c2)OCO3)N2CCN(c3ccccc3F)CC2)c1 (stereo not drawn)
    -8%	-13%	-1%
CC(NC(=O)CCCN1C(=O)CCn2nc(-c3cn(C)c4ccccc34)cc21)c1ccccc1 (stereo not drawn)
    -17%	-15%	5%
CCOc1ccc(OCC)c(NS(=O)(=O)c2ccc3c(c2)CCCN3C(C)=O)c1
    -6%	-9%	9%
Cc1ccc(NC(=O)C2CCN(c3nnc(C)c4c(C)n(-c5ccccc5)nc34)CC2)cc1Cl
    5%	-4%	1%
COc1cccc(N2CCN(C(=O)C3Cc4ccccc4N3C(C)=O)CC2)c1 (stereo not drawn)
    -4%	-3%	2%
COc1ccc(-c2csc3ncnc(Nc4cccc(OC)c4)c23)cc1
    -12%	-24%	-8%
CCOC(=O)c1cc(-c2ccccc2)n(CC(=O)NCc2ccccc2)c1C
    5%	-1%	-4%
CCOc1ccccc1Nc1nnc(-c2cc3cc(Cl)ccc3oc2=O)s1
    u	-11%	1%
CCOc1ccccc1NC(=O)Nc1cc(C(=O)NCc2ccc(C)cc2)ccc1N1CCCC1
    0%	-4%	6%
COc1cccc2c1ncc1c(-c3ccc(C)cc3)nn(-c3ccc(F)cc3)c12
    -3%	-2%	-7%
Cc1ccc2[nH]c(CSc3nnc(COc4ccccc4C)n3C)cc(=O)c2c1
    9%	-1%	6%
CC1CCN(S(=O)(=O)c2cc(C(=O)NCCc3ccccc3)n(C)c2)CC1
    -1%	-7%	1%
COc1ccc(Cl)cc1NC(=O)Cn1c2ncccc2c(=O)n1-c1ccc(C)c(C)c1
    5%	-1%	0%
Cc1cccc(-n2ncc(C(=O)N3CCc4ccccc4C3)c2C2CCN(C(=O)OC(C)(C)C)CC2)c1
    -13%	-5%	-3%
CCc1ccc(N(CC)C(=O)CCn2cnc3onc(-c4ccc(F)cc4)c3c2=O)cc1
    -16%	-28%	-1%
Cc1ccc(Cl)cc1NC(=O)CSc1nc2ccccc2nc1Cc1ccccc1
    6%	-2%	0%
COc1cccc(CNC(=O)C(=O)NCC(c2ccc3c(c2)OCO3)N2CCOCC2)c1 (stereo not drawn)
    -3%	-9%	-7%
CCOCCn1ccc2c(OCC(=O)Nc3ccc(OC(F)(F)F)cc3)cccc2c1=O
    -6%	u	-13%
CCOC(=O)c1c(C)[nH]c(CCC(=O)Nc2c(Cl)cc(OC)cc2OC)c1C
    u	u	13%
CCCC12CN3CC(CCC)(CN(C1)C3c1c[nH]c3ccccc13)C2=O (stereo not drawn)
    -10%	u	-2%
Cc1cccc(OCCSc2nc(-c3cccs3)nc3cc(=O)[nH]n23)c1
    -8%	-11%	-11%
COc1ccc(N2CCN(c3nc4ccc(C(=O)c5ccccc5)cc4n4cnnc34)CC2)cc1
    -2%	-26%	10%
Cc1cccn2c(=O)cc(COc3cccc(NC(=O)c4ccccc4F)c3)nc12
    4%	7%	5%
COc1cc2c(cc1OC)C(COc1ccccc1OC)N(C(=O)c1ccc(S(=O)(=O)N(C)C)cc1)CC2 (stereo not drawn)
    -4%	-7%	2%
CCc1ccc(NC(=O)c2ccc(F)c(S(=O)(=O)N3CCN(c4ccc(OC)cc4)CC3)c2)cc1
    8%	u	10%
c1ccc(N2CCN(c3ncnc4[nH]ncc34)CC2)cc1
    u	-13%	3%
Cc1ccc([N+](=O)[O-])cc1S(=O)(=O)N1CCn2cccc2C1c1ccccc1 (stereo not drawn)
    -12%	u	-6%
CCCC(=O)N1CCN(c2nc3c(OC)ccc(C)c3s2)CC1
    u	0%	-6%
CCCCn1c(SCC(=O)Nc2ccc(OCC)cc2)nc2ccsc2c1=O
    2%	-18%	-7%
Cc1ccccc1OCC(=O)OCc1cc(=O)n2ccsc2n1
    -2%	2%	u
Cc1ccc(C)c(Nc2ncnc3onc(C)c23)c1
    -5%	-5%	-1%
CC(=O)C1=C(c2ccc(Cl)c(Cl)c2)N(C(C)=O)n2c(nnc2C2CCCCC2)S1
    u	-12%	u
COc1cccc(C(=O)Nc2ccccc2C(=O)OCc2cc(=O)n3c4c(sc3n2)CCCC4)c1
    -1%	4%	3%
O=C(c1ccc2c(c1)N(Cc1cccc(Cl)c1)C(=O)c1ccccc1S2=O)N1CCC(Cc2ccccc2)CC1 (stereo not drawn)
    -9%	-9%	-2%
COC(=O)c1sccc1S(=O)(=O)N(CC(=O)NCc1ccc(F)cc1)c1ccc(Cl)cc1
    -3%	-16%	-5%
Cc1csc2nc(COC(=O)c3cccc(NC(=O)c4cccc(Cl)c4)c3)cc(=O)n12
    u	-26%	u
Cc1ccc(C)c(N2CCN(C(=O)CCS(=O)(=O)c3ccc4c(c3)CC(=O)N4C)CC2)c1
    -9%	-8%	-12%
CCN(C(=O)CSc1nc2ccccc2n1Cc1ccc(C(=O)OC)cc1)c1ccccc1
    -17%	-11%	11%
CCOc1cccc(C2c3[nH]c4ccccc4c3CCN2C(=O)CSc2ccccc2)c1 (stereo not drawn)
    3%	-9%	-8%
Cc1ccc(-n2cnc3cc(C(=O)NCCC4=CCCCC4)ccc32)c(C)c1
    u	-11%	15%
COc1ccccc1C(=O)Nc1cccc(C(=O)OCc2cc(=O)n3nc(C)sc3n2)c1
    u	5%	3%
COc1ccc(-c2cc(C(=O)N3CCN(c4ccccc4OC)CC3)c3cc(C(C)C)ccc3n2)cc1
    -7%	-11%	3%
COc1ccc(NC(=O)c2ccc(-c3nc(COc4ccccc4)c(C)o3)cc2)cc1
    u	13%	-8%
CCN(Cc1ccccc1)C(=O)Cn1c(=O)n(-c2ccc(Cl)cc2)c(=O)c2c(C)c(C(=O)N(C)C)sc21
    -6%	-16%	-13%
COc1ccc(CCNC(=O)C(=O)NCC(c2cccs2)S(=O)(=O)c2ccccc2)cc1 (stereo not drawn)
    -14%	-14%	-12%
COc1ccccc1-c1noc(CCCC(=O)Nc2cccc(C(F)(F)F)c2)n1
    0%	-23%	-8%
Cc1nc2nc(SCC(=O)NC3CCC(C)CC3)nn2c(C)c1Cc1ccccc1 (stereo not drawn)
    -3%	7%	11%
COc1ccc(N2CCN(C(=O)Cc3c(C(=O)O)c(C)cn3C)CC2)cc1
    -6%	-6%	-2%

# (more compounds)
# The line under a structure holds: Tau ThT inhib	Tau fluor counter	Tau fibril FP
Cc1csc2nc(COC(=O)c3ccc(F)cc3)cc(=O)n12
    -4%	1%	1%
O=S(=O)(Nc1ccc(OC(F)(F)F)cc1)c1ccc(N2CCCCS2(=O)=O)cc1
    2%	-29%	-8%
O=C(NCC(c1ccco1)S(=O)(=O)c1cccs1)c1ccc(F)cc1 (stereo not drawn)
    1%	-5%	-2%
CCOC(=O)c1cccc(NC(=O)c2ccc3nc(C(C)C)oc3c2)c1
    u	-26%	-8%
CCc1cnc2c(c1SCC(=O)N1CCC(C)CC1)c(=O)n(C)c(=O)n2C
    -8%	-5%	-5%
COc1ccc(C)cc1NC(=O)C(=O)NCCc1csc(-c2ccc(C)cc2)n1
    -7%	-19%	-15%
Cc1ccc(/C=C/c2onc(C)c2S(=O)(=O)N2CCC(C(=O)N3CCOc4ccc(C)cc43)CC2)cc1
    -8%	-19%	1%
O=C(NCc1ccc(F)cc1)C(=O)NCC(c1ccco1)S(=O)(=O)c1cccs1 (stereo not drawn)
    -8%	-19%	-8%
COc1ccc(-c2nc3scc(CCNS(=O)(=O)c4ccc5c(c4)OCCO5)n3n2)cc1OC
    -8%	-5%	-12%
COc1ccccc1CNC(=O)CCS(=O)(=O)c1ccc2c(c1)oc(=O)n2C
    4%	-1%	-12%
COc1ccc(C2c3c(n(C)c4ccccc34)C(=O)N2CC(=O)Nc2cccc(Cl)c2C)cc1 (stereo not drawn)
    8%	-13%	-10%
Cc1cccc(-n2ccnc2SCC(=O)Nc2ccc(F)cc2F)c1C
    -12%	-14%	0%
CCOc1ccc(NC(=O)CN2C(=O)c3ccccc3Sc3ccc(C(=O)OC)cc32)cc1
    11%	-10%	u
CCCCCCOc1ccc(C2C(=O)N(C3CCCCC3)CC(=O)N2CCC)cc1 (stereo not drawn)
    u	-6%	5%
COc1ccc(NC(=O)C2=C(C)Nc3ncnn3C2c2ccccn2)cc1 (stereo not drawn)
    0%	6%	4%
CCn1ccc2cc(S(=O)(=O)N3CCC(C(=O)NCc4cccc(C)c4)CC3)ccc21
    -1%	-16%	-4%
COc1cccc(N2CCN(S(=O)(=O)c3ccc(-c4cnc(C5CC5)o4)cc3)CC2)c1
    -2%	-10%	3%
COc1ccc(S(=O)(=O)NCC(c2ccco2)N2CCOCC2)cc1 (stereo not drawn)
    -5%	1%	4%
Cc1ccc(-c2nc3scc(CCNS(=O)(=O)c4ccc(F)c(C)c4)n3n2)cc1
    0%	-8%	u
CCN1CCN(c2ncc3c(n2)CCN(CC(C)C)C3)CC1
    -10%	-5%	5%
Cc1ccc(-n2nc(C(=O)N3CCC(C)CC3)c(=O)n(C)c2=O)cc1
    -2%	-1%	-3%
CCCNC(=O)c1ccc(-c2nc(CS(=O)(=O)c3ccc(C)cc3)c(C)o2)cc1
    6%	3%	2%
CCCN(C(=O)c1cc2ccc3cccnc3c2[nH]1)c1ccc(F)cc1
    -5%	1%	-1%
CCOC(=O)C1CCCN(C(=O)C2CCN(S(=O)(=O)c3c(C)noc3/C=C/c3ccccc3F)CC2)C1 (stereo not drawn)
    1%	4%	14%
O=C(CSc1ccnc(=O)[nH]1)NCc1ccc(F)cc1
    -5%	-7%	-4%
Cc1ccc(CNC(=O)c2cnn3c(C)c(Cc4c(F)cccc4Cl)c(C)nc23)cc1
    -5%	1%	8%
CCOC(=O)c1cc(-c2ccccc2)n(-c2cccc(C(=O)Nc3cccc(F)c3)c2)c1C
    0%	-13%	u
CCc1ccccc1NC(=O)Nc1cc(C(=O)NCc2ccc(C)cc2)ccc1N1CCCC1
    -5%	-11%	1%
O=C(NC1CC(=O)N(c2ccccc2)C1)c1ccc(S(=O)(=O)N2CCCCC2)cc1 (stereo not drawn)
    -2%	-5%	-10%
COc1cccc(N2CCN(C(=O)c3cnn(-c4ccc(C)cc4C)c3C3CCN(C(=O)OC(C)(C)C)CC3)CC2)c1
    u	-11%	0%

# Screening data (PubChem)
